TWEAK Fn14 block = TWEAK-Fn14 signaling inhibition; TWEAK-stimulated Fn14 reporter cells, luciferase luminescence, 8 h; 2% of 360,000 active; AID 1159606; inhibition, % at 10 µM; in the data active = inhibition above about 50%
MITF TRPM1 inh = MITF TRPM1 promoter inhibition in SK-MEL-5 cells; SK-MEL-5 TRPM1 promoter luciferase, 24 h; inhibition, % at 12.5 µM; 0.83% of 330,000 active;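 active = mean inhibition across replicates of 60% or more, whatever share of single replicates reaches that level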; also: values of inactives mirror those of a sister screen read the other way
NR2E3 ag-1 = agonists of human nuclear receptor NR2E3; inhibition of corepressor binding, % at 4.78 µM; 0.12% of 320,000 active; GST-NR2E3/biotin-RetCOR TR-FRET, 1536-well; AID 2300;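 active = percent inhibition above the cutoff of mean plus 3 SD of all tested compounds, set per screening campaign, cut at about 20% in these data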;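 also: 0% = DMSO wells and 100% = biotin wells as full block of FRET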
Target sequence (Q9Y5X4 whole entry, looked up): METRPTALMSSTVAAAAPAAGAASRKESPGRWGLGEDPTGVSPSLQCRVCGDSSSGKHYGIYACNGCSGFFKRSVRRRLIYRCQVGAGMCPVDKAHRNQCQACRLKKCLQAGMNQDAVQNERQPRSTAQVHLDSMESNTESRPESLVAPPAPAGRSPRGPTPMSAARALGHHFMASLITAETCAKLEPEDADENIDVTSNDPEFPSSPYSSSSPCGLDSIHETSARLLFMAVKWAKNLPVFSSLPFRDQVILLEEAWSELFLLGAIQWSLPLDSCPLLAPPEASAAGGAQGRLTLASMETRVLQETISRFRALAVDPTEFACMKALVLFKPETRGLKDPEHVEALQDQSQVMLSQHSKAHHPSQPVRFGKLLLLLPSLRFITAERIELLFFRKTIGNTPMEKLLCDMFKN
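Material: NR2E3–RetCOR corepressor complex / Incubation: Compound–protein incubation for 5 h at 4 °C / Dosing: compound at 4.8 µM, single dose / Detection: time-resolved FRET / Benchmarks: high control biotin, low control 0.6% DMSO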
NR2E3 ag-2 = agonists of human NR2E3 nuclear receptor; CHO-S Gal4-NCOR/VP16-NR2E3 two-hybrid, luciferase; Q9Y5X4; inhibition of corepressor binding, % at 3.98 µM; AID 602229; 0.35% of 360,000 active;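 active = inhibition above the mean of all tested compounds plus 3 SD, cut at about 70% in these data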;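 also: 0% = DMSO with NR2E3 transfected cells and 100% = cells lacking NR2E3 construct; higher means lower luciferase signal from less NR2E3 corepressor binding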
HIF-2a block = inhibitors of HIF-2a; 786-0 RCC cells HIF-2a reporter, luciferase luminescence, overnight; inhibition, % at 18.8 µM; 0.72% of 360,000 active;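 active = inhibition of the luminescence signal of 40% or more relative to plate controls, in a single-dose primary screen at 18.75 µM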
C8 TRAIL sens = caspase-8 TRAIL sensitization; AID 624354; NB7+C8 cells + TRAIL, ATPlite viability luminescence; inhibition (viability loss, TRAIL sensitization), % at 10 µM; 1% of 360,000 active;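 active = compounds causing at least 50% loss of cell viability in the single-dose screen, relative to plate controls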
Peg3 prom inh = reduces Peg3 promoter-driven luciferase expression in HeLa | HeLa PEG-Prom luciferase reporter, luminescence, overnight | inhibition, % at 20 µM | 1.7% of 360,000 active | AID 588405;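 active = inhibition of at least 50% at 20 µM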
CF NFkB block = cystic fibrosis NF-kB activation inhibition | KKLEB NF-kB-GFP reporter, PAF-induced, GFP fluorescence overnight | inhibition, % at 5 µM | 0.86% of 360,000 active | AID 588850;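 active = at least 50% inhibition at 5 µM, scaled per plate between neutral and stimulator controls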;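 also: PAF is a Pseudomonas aeruginosa culture filtrate used as stimulus; plate controls were PAF-stimulated DMSO wells for no effect and unstimulated DMSO wells for full effect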
TROY NFkB inh = inhibitors of TROY-dependent NF-kB signaling; Q293 LMP1-TROYcd NF-kB luciferase reporter, 4 h; inhibition, % at 10 µM; 0.98% of 360,000 active;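 active = compounds whose plate-normalised and pattern-corrected inhibition of the luciferase reporter signal at the single screening dose is 50% or more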
KKLEB cytotox = CF airway cell cytotoxicity counter-screen. KKLEB CF airway cells viability, ATPlite luminescence, overnight; stronger effect = lower value; cells stimulated with P. aeruginosa culture filtrate. activity change (cytotoxicity), % at 5 µM. 0.36% of 360,000 active;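 active = corrected activity change at or below -50% at 5 µM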
Shn3 3UTR inh = reduces Shn3 3'UTR luciferase signal in osteoblasts; Clone20 osteoblast Shn3 3'UTR firefly luciferase, 24 h; inhibition, % at 12.5 µM; 0.52% of 360,000 active; AID 588674;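 active = mean inhibition of at least 75% with every replicate also reaching 75%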;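 also: 0% = median of neutral control wells and 100% = pilot-screen positive control compound; some compounds past the cut are filed as inactive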
* = called active by the depositor; . = no result given. These rows are one share of the data. The share of hits here may be higher or lower than overall.

smiles | TWEAK Fn14 block | MITF TRPM1 inh | NR2E3 ag-1 | NR2E3 ag-2 | HIF-2a block | C8 TRAIL sens | Peg3 prom inh | CF NFkB block | TROY NFkB inh | KKLEB cytotox | Shn3 3UTR inh
O=C(CSc1cn[nH]n1)Nc1ccc(O)c(C(=O)O)c1 | -26 | 5 | 4 | 2 | 5 | -4 | 5 | -12 | 6 | 3 | -15
O=C(C(=O)c1cccnc1)c1cccnc1 | -25 | -3 | 0 | -32 | 8 | -3 | 5 | -6 | -11 | 0 | 15
CCc1nc(C#N)c(N2CCCCC2)o1 | -11 | -3 | 3 | -17 | 6 | -6 | 1 | 16 | 15 | 9 | -28
C=CCCCCCCCCC(=O)NN | 10 | -16 | 3 | -9 | 7 | -1 | -25 | -14 | -6 | -8 | -18
Cc1cc(C)n2nc(C)c(Br)c2n1 | 3 | -1 | -2 | -39 | 14 | -4 | 12 | 4 | -12 | -1 | -7
Cc1nc(SCC(=O)NC(=O)NC(C)(C)C)nc(C)c1C | 6 | 13 | 1 | -22 | 22 | -1 | 2 | 0 | 8 | 12 | 4
COC(C(=O)Nc1ccnn1C1CCN(Cc2ccc(C)o2)CC1)c1ccccc1 (configuration not stated) | -4 | -11 | . | -8 | 7 | 7 | 19 | 9 | -3 | -18 | 12
COc1ccc(-c2nnc(NC(=O)c3ccccc3[N+](=O)[O-])s2)c(OC)c1 | -12 | . | -1 | -69 | -39 | 22 | 1 | 7 | -1 | 0 | -22
CCCn1c(SCC(=O)N2c3ccccc3CC2C)nnc1-c1ccco1 (configuration not stated) | 8 | 8 | 2 | -33 | 1 | -5 | -4 | 6 | -11 | 1 | 6
Cc1ccnc(N(C(=O)Nc2ccccc2)C2=NCC(C)(C)S2)c1 | 42 | . | 6 | -78 | -178 | 1 | -190 | 8 | -36 | -7 | -39
COc1ccc(CNC(=O)C/C(C)=N/NC(=O)COc2ccccc2)cc1 | 11 | 9 | 2 | -14 | 17 | -6 | -10 | 10 | 0 | -13 | 1
CC(C)CNS(=O)(=O)c1ccc(CCC(=O)Nc2ccc3c(c2)OCCO3)cc1 | -1 | -2 | 2 | -5 | -32 | -7 | -3 | -16 | -3 | 4 | 0

4 structures already listed, arranged by molar mass, lowest first:
smiles | TWEAK Fn14 block | MITF TRPM1 inh | NR2E3 ag-1 | NR2E3 ag-2 | HIF-2a block | C8 TRAIL sens | Peg3 prom inh | CF NFkB block | TROY NFkB inh | KKLEB cytotox | Shn3 3UTR inh
C=CCCCCCCCCC(=O)NN | 10 | -16 | 3 | -9 | 7 | -1 | -25 | -14 | -6 | -8 | -18
O=C(C(=O)c1cccnc1)c1cccnc1 | -25 | -3 | 0 | -32 | 8 | -3 | 5 | -6 | -11 | 0 | 15
Cc1cc(C)n2nc(C)c(Br)c2n1 | 3 | -1 | -2 | -39 | 14 | -4 | 12 | 4 | -12 | -1 | -7
COC(C(=O)Nc1ccnn1C1CCN(Cc2ccc(C)o2)CC1)c1ccccc1 (configuration not stated) | -4 | -11 | . | -8 | 7 | 7 | 19 | 9 | -3 | -18 | 12

(continued)
smiles | TWEAK Fn14 block | MITF TRPM1 inh | NR2E3 ag-1 | NR2E3 ag-2 | HIF-2a block | C8 TRAIL sens | Peg3 prom inh | CF NFkB block | TROY NFkB inh | KKLEB cytotox | Shn3 3UTR inh
Cc1ccsc1/C=C1\SC(=S)N(CC2CCCO2)C1=O (configuration not stated) | -19 | -64 | 3 | 9 | -274 | 0 | -235 | 10 | -76 | -16 | -18
CC(=O)c1cccc(NC(=O)CNC(=O)c2sc3ccccc3c2Cl)c1 | -25 | 16 | -10 | -14 | -48 | -2 | -33 | 8 | -6 | -1 | -11
O=C(CCNC(=O)c1ccc([N+](=O)[O-])cc1)Nc1ccc(F)cc1F | 13 | 1 | 4 | -33 | -9 | -12 | 5 | -14 | -2 | 6 | -8
CCN(CC(=O)NCc1ccc(F)cc1)C(=O)C(C)Oc1cccc(Cl)c1 (configuration not stated) | 9 | -4 | 0 | -5 | 3 | 0 | 11 | 5 | -1 | 13 | -3
O=C(NCc1csc2ccc(Cl)cc12)Nc1ccccc1 | 3 | 6 | 2 | 3 | -10 | -6 | -3 | -5 | -5 | 0 | -5
O=C(CCN1CCN(c2ccccc2)CC1)NNC(=O)c1cccc2ccccc12 | -8 | -3 | 1 | 0 | 2 | 8 | 15 | 0 | -26 | 10 | 7
COc1ccc(S(=O)(=O)NCC(=O)N(CC(=O)NC(C)(C)C)Cc2cccs2)cc1 | -5 | 3 | -2 | -15 | 5 | -8 | 7 | 2 | 3 | 10 | -10
CC(C(=O)NN)c1ccc([N+](=O)[O-])cc1 (configuration not stated) | -31 | 4 | -1 | 23 | 17 | 14 | 4 | 4 | 0 | 4 | -6
S=c1[nH]nc(COc2ccccc2)n1/N=C/c1ccc(Cl)c(Cl)c1 | -17 | -21 | 0 | -6 | 14 | 1 | 29 | 8 | 6 | 2 | -1
Fc1cccc(Cc2c(-c3ccc(Cl)cc3)nc3ccc(Br)cn23)c1 | 3 | . | . | -2 | -110 | 14 | -25 | 10 | -2 | -13 | 15
NNC(=O)CSc1c(-c2ccccc2)c2cc(Cl)ccc2[nH]c1=O | -4 | 2 | . | -4 | 14 | -1 | 15 | -16 | 8 | 0 | -12
NS(=O)(=O)c1ccc(N/N=C/c2ccc(O)c(O)c2O)c([N+](=O)[O-])c1 | 31 | 4 | . | -17 | 21 | 19 | 9 | 3 | -1 | 0 | 7
O=S(=O)(NC1=NCCC1)c1ccc(F)cc1 | 3 | 5 | 2 | 17 | 5 | -34 | -2 | -1 | 7 | -4 | -5
C[C@H]1CN([C@@H](C)CO)S(=O)(=O)c2ccc(-c3ccccc3)cc2O[C@H]1CN(C)C(=O)C1CCC1 | 12 | . | . | -3 | -1 | -9 | 21 | 0 | 4 | 1 | -2
COc1ccc(S(=O)(=O)N(C)CC(=O)Nc2cccc(C(C)=O)c2)cc1C | 1 | -1 | -1 | 20 | 10 | -16 | 14 | 2 | -11 | 1 | 0
O=c1cc(-c2ccccc2)nc2c(-c3ccccc3)c(C(F)(F)F)[nH]n12 | 22 | . | 0 | 58 | 9 | 3 | 29 | 20 | 56* | -11 | 14
COc1ccc(C(=O)NCC(c2ccccc2)c2ccccc2)cc1S(=O)(=O)N1CCOCC1 | 21 | 10 | . | -17 | 11 | -7 | 3 | -21 | 0 | -17 | 17
C=C(C)COc1ccc(-c2nc(N)nc(C(F)(F)F)c2-c2ccc(OC)cc2)c(O)c1 | 11 | 4 | 1 | 5 | 3 | 13 | 13 | 6 | 10 | -9 | 24
O=C(NCc1ccc2c(c1)OCO2)c1cc(-c2cc(Cl)ccc2O)n[nH]1 | -19 | 8 | -2 | -4 | 4 | -4 | -2 | 18 | 9 | -11 | -1
Cc1ccccc1N1C(=O)C(Cl)=C(N2CCN(c3ccccc3)CC2)C1=O | 1 | -1 | 2 | -15 | 7 | 10 | -4 | -10 | -2 | 8 | -1
COc1cc(/C=N/NC(=O)CCc2c(C)n[nH]c2C)cc(OC)c1OC | -32 | -9 | 0 | -19 | 3 | -8 | 3 | 6 | 2 | -1 | -4
Cc1oc(C(=O)O)cc1COc1cccc2ccccc12 | 20 | -1 | 3 | -26 | 21 | 15 | 8 | -32 | -11 | -5 | -5
Nc1nc(-c2ccccc2)c(N=Nc2ccccc2Cl)s1 | 25 | 9 | 0 | -18 | -18 | -2 | -2 | -27 | -18 | 2 | -11
CCc1ccc(OC)c(S(=O)(=O)NCCOc2ccccc2)c1 | -2 | 6 | 0 | -22 | -6 | -4 | 13 | -11 | -8 | 15 | 23
COc1ccc(C(=O)C2CCCN(C(=O)c3cccs3)C2)cc1F (configuration not stated) | 12 | 7 | -2 | 17 | 0 | 3 | 19 | -2 | 5 | -11 | -43
CC1=C(C(=O)OC(C)C)C(c2cccs2)NC(=O)N1 (configuration not stated) | 9 | -3 | -2 | -12 | 15 | 29 | 13 | 7 | -8 | 2 | 28
CCCCN1CC(Br)C(=O)NC1=O (configuration not stated) | 0 | 6 | . | -44 | 3 | 2 | 1 | -4 | 0 | 4 | -21
COc1cc(C(=O)Nc2nnc(CC(C)C)s2)c([N+](=O)[O-])cc1OC | 17 | 4 | -1 | 12 | 14 | 3 | -12 | -3 | -21 | 3 | 11
CNC(=O)c1[nH]cnc1C(=O)Nc1ccccn1 | -12 | -21 | 0 | -25 | -16 | 3 | -20 | -9 | -7 | 14 | -12
Cc1ccccc1NC(=O)CCC(=O)N/N=C/c1cccnc1 | -5 | -1 | 2 | 2 | 20 | -18 | 12 | -17 | 2 | 20 | 16
CCC(C)NS(=O)(=O)c1cc2c3c(c1)CCN3C(=O)CC2 (configuration not stated) | -8 | 0 | 1 | 39 | 10 | 6 | 1 | -12 | -1 | -10 | 0
Cc1cc(C)c(NC(=O)CS(=O)CC(=O)Nc2ccc(F)cc2F)c(C)c1 (configuration not stated) | 44 | 6 | 3 | 3 | 7 | -8 | -4 | 16 | 10 | -2 | 11
O=C(CC1CCCCC1)OCn1nnc2ccccc2c1=O | 3 | 3 | 1 | 15 | 8 | -8 | 4 | 16 | -2 | 6 | -8
CCOC(=O)c1c(NC(=O)CSc2nnc(-c3cccc(C)c3)n2CC)sc(C(C)=O)c1C | 1 | 0 | 0 | -54 | 9 | 16 | 17 | -2 | 35 | 0 | 21
O=C(CCC1CCCC1)Nc1cc(C(F)(F)F)ccc1N1CCOCC1 | -43 | -2 | -5 | -15 | 15 | 13 | 7 | -17 | -31 | 0 | 4
COc1ccc(-c2csc(N(CCCN(C)C)C(=O)c3cc(OC)c(OC)c(OC)c3)n2)cc1 | 5 | -1 | -6 | -3 | 17 | 10 | -8 | 16 | 9 | -3 | 15
CCOC(=O)c1sc(N)nc1-c1ccccc1 | 0 | 3 | 3 | -8 | 4 | 0 | 4 | -30 | 7 | 2 | -7
CCCN1CCC(=O)N(CCO)CC1 | -14 | -9 | 1 | 17 | 3 | 8 | -1 | -21 | 3 | 23 | 9
COc1ccc(-n2c(C)n[nH]c2=O)cc1OC | 2 | 8 | 4 | 9 | 15 | -12 | 10 | 6 | 8 | -4 | -6
CCN(CCc1ccccc1)c1ccc2c(c1)C1CC2CCN1Cc1ccccc1 (configuration not stated) | 4 | . | . | -3 | -9 | 36 | 42 | 32 | -4 | -12 | 24
COc1ccc(OC)c(CNS(=O)(=O)c2cc(CN3C(=O)c4cccnc4C3=O)ccc2OC)c1 | -16 | -11 | 2 | 2 | 1 | -13 | -10 | 7 | -21 | 13 | -24
N#Cc1nc(-c2ccc(Cl)cc2)oc1NCCc1ccccn1 | -14 | -26 | -1 | -34 | -169 | 2 | -147 | -11 | -55 | 0 | -32

In a second layout: 2 of the compounds above
> COc1ccc(OC)c(CNS(=O)(=O)c2cc(CN3C(=O)c4cccnc4C3=O)ccc2OC)c1
  TWEAK Fn14 block: -16	MITF TRPM1 inh: -11	NR2E3 ag-1: 2	NR2E3 ag-2: 2	HIF-2a block: 1	C8 TRAIL sens: -13	Peg3 prom inh: -10	CF NFkB block: 7	TROY NFkB inh: -21	KKLEB cytotox: 13	Shn3 3UTR inh: -24
> N#Cc1nc(-c2ccc(Cl)cc2)oc1NCCc1ccccn1
  TWEAK Fn14 block: -14	MITF TRPM1 inh: -26	NR2E3 ag-1: -1	NR2E3 ag-2: -34	HIF-2a block: -169	C8 TRAIL sens: 2	Peg3 prom inh: -147	CF NFkB block: -11	TROY NFkB inh: -55	KKLEB cytotox: 0	Shn3 3UTR inh: -32

From PubChem BioAssay
